Source: PubChem BioAssay
Insulin prom up = MIN6 insulin promoter up-regulation. MIN6 insulin promoter-GFP reporter, high-content imaging; hits give high values. z-score at 5 µM. 0.3% of 190,000 active. AID 1625;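 active = z-score above 3 at 5 µM with at least 500 cells counted in the well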
Autophagy mod = autophagy modulation, high-content screen | MEF GFP-LC3 puncta imaging; test concentration mostly 10 µM | calls only at 10 µM (by protocol) | 0.98% of 190,000 active | AID 463193;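 active = percentage of spot-positive cells more than 3 SD above its plate mean, without a fluorescence outlier flag or 80% toxicity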;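 note: spot-positive cell cutoff set from DMSO-treated cells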
UTI89 phage lysis = inhibition of K1F phage lysis, E. coli UTI89, bacterial capsule biogenesis inhibitors, alamar blue (AID 488966) | one-dose inhibition, % at 100 µM; IC50 in µM for titrated hits | 0.02% of 340,000 active | E. coli UTI89 K1F phage lysis, alamar blue, 2 h; higher % means a stronger effect;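 active = phage lysis inhibition, versus mean bacterial control, above a set limit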;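 note: capsule biogenesis inhibitors block K1F phage lysis so surviving cells raise fluorescence; higher fluorescence means more inhibition of phage lysis; actives were called in the ten point dose series up to 300 µM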
MT stabilizer = microtubule stabilizers in HeLa cells; HeLa tubulin immunostaining HCS, 24 h; share of cells brighter than vehicle mean+2SD; % tubulin-high responders, % at 10 µM; 0.83% of 200,000 active; AID 2205;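 active = plate Z-score above 3 for both tubulin-high and condensed-nucleus cell shares, with cell loss under 80%, at 10 µM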;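 note: anti alpha tubulin signal scored within the nucleus-defined area of each cell; some results filed as inactive read as strong as hits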
M1AAP inhibition = malaria alanyl aminopeptidase activity blockers – biochemical, fluorogenic H-Leu-NHMec substrate, 1536-well (AID 1445); recombinant M1AAP, H-Leu-NHMec fluorogenic kinetic assay; higher % means a stronger effect; inhibition, % at 30 µM; hits with a dose series show IC50 in µM; 0.42% of 220,000 active;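 active = primary inhibition above the hit cutoff, then over 50% inhibition at one or more dose response concentrations, cut at about 23% in these data, passing the limit was not always enough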;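 note: plate controls were DMSO full reaction for no effect and no enzyme background for full effect; strong numbers were not always called active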
Dynein cargo inh = dynein cargo transport inhibition. 3617.4 mouse cells, GR-EGFP nuclear translocation imaging; test concentration mostly 20 µM; stimulated with dexamethasone, 1 µM; hits give low values. 0.47% of 220,000 active. z-score, hits read low. AID 1381;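 active = plate z-score of nuclear minus cytoplasmic receptor signal below a set negative limit, without overly bright fluorescence or cell loss, cut at about -3.5 in these data, passing the limit was not always enough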;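 note: z-score of nuclear minus cytoplasmic ring GR-EGFP intensity difference per well; some compounds called inactive have numbers as strong as hits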
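Also added: dexamethasone, 1.0 µM final. Medium: tet-free, stripped-serum medium. Detection: fixed, Hoechst-stained cells imaged at 10x for EGFP. Read-out: nuclear-to-cytoplasmic GR-EGFP distribution per well. Times: induction 48 h, compound 1 h, agonist 30 min.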
CSM14.1 death rescue = rescue of cells from ER stress-induced death, primary screen, 384-well, CSM14.1, thapsigargin, ATP luminescence (AID 1222) | CSM14.1 thapsigargin-induced death rescue, ATP luminescence; higher % means a stronger effect | one-dose cellular ATP content (survival), % at 20 µM; EC50 in µM for titrated hits | 190,000 tested, under 10 active;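 active = EC50 below 50 µM in the dose-response confirmation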;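 note: death triggered by thapsigargin at about 15 µM added after 2 h compound pretreatment; cell ATP read after overnight thapsigargin exposure of roughly 18 to 22 hours; normalized against plate controls of thapsigargin alone and 5% DMSO vehicle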
M17LAP inhibition = P. falciparum M17LAP inhibitors, primary screen, biochemical, fluorogenic H-Leu-NHMec substrate, 1536-well (AID 1619); one-dose inhibition, % at 30 µM; IC50 in µM for titrated hits; 0.38% of 220,000 active; recombinant M17LAP, H-Leu-NHMec fluorogenic kinetic assay; higher % means a stronger effect;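 active = compound inhibiting the enzyme by more than half at any dose during confirmatory dose-response retesting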;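 note: plate controls were full reaction with DMSO carrier for no effect and no enzyme background for full effect; strong numbers were not always called active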
b-catenin transl = beta-catenin nuclear translocation modulation; HeLa beta-catenin nuclear translocation, immunofluorescence imaging; nuclear translocation activity, % at 5 µM; 0.3% of 190,000 active;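 active = nuclear translocation activity above 50% at 5 µM, with a well cell count of 50 or more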;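 note: per-cell ratio of nuclear to cytoplasmic median beta-catenin stain intensity; plate controls were DMSO negative control for no effect and GSK-3 inhibitor IX positive control for full effect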
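Test system: HeLa cells, endogenous beta-catenin; Compound: single 5 µM dose plus 0.02–20 µM confirmation series; Times: compound exposure 24 h at 37°C; Signal: fluorescence imaging of beta-catenin antibody stain plus DAPI; Read-out: % activation, nuclear-to-cytoplasmic median beta-catenin signal ratio per cell.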
Dynein cargo inh cytoplasmic EGFP = second read-out of Dynein cargo inh, no call of its own (marks repeat the call); z-score; measured here: cytoplasmic GR-EGFP intensity; hits give high values
Dynein cargo inh nuclear GR-EGFP = second read-out of Dynein cargo inh, no call of its own (marks repeat the call); z-score; measured here: nuclear GR-EGFP intensity;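 lower value marks the stronger effect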
Dynein cargo inh cell count = recorded beside Dynein cargo inh, whose call it bears; z-score; measured here: cell count per field
Insulin prom up cell count = also measured in Insulin prom up; calls as there; cell count; measured here: cytotoxicity, nuclei count;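 total cells summed across four imaged fields per well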
b-catenin transl cell count 5 µM = recorded beside b-catenin transl, whose call it bears; cell count; measured here: cell count, cytotoxicity flag
MT stabilizer Hoechst-high % = second read-out of MT stabilizer, no call of its own (marks repeat the call); % Hoechst-high responders; measured here: nuclear condensation Hoechst responders;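 share of cells brighter than vehicle mean plus two SD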
MT stabilizer cytotoxicity % = recorded beside MT stabilizer, whose call it bears; toxicity, %; measured here: cytotoxicity by cell density;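 0% = mean cell density of plate MIN control wells and 100% = no cells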
Autophagy mod cell loss 18 h = further read-out of Autophagy mod, marked with its call; toxicity, %; measured here: cell loss, nuclei count;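 cell loss after 18 h compound exposure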
The depositor's hits bear a star; i = inactive; / = not tested or not shown; [ ] = another dose, or the depositor's remark.

SMILES	Insulin prom up	Insulin prom up cell count	Autophagy mod	Autophagy mod cell loss 18 h	UTI89 phage lysis	MT stabilizer	MT stabilizer Hoechst-high %	MT stabilizer cytotoxicity %	M1AAP inhibition	Dynein cargo inh	Dynein cargo inh cytoplasmic EGFP	Dynein cargo inh nuclear GR-EGFP	Dynein cargo inh cell count	CSM14.1 death rescue	M17LAP inhibition	b-catenin transl	b-catenin transl cell count 5 µM
O=C(/C=C/c1ccccc1)Nn1cnnc1	-0.29	1359	i	-33.3	0.1%	3.0	1.2	5.1	9.3%	2.2	-0.155	0.612	-1.42	-0.9%	-5.7%	-2.0	1026
COc1ccc2c(CC(=O)NCC3CCC(C(=O)O)CC3)cc(=O)oc2c1 (stereo unspecified)	0.04	1598	i	-3.5	0.2%	2.3	1.1	4.3	3.7%	-0.214	-0.212	-0.278	-0.0627	-1.3%	-58.4%	-0.1	1365
Cc1ccc2nc(C)c(C(=O)NN=C3CCN(C)CC3)n2c1	0.49	1429	i	22.7	0.5%	2.9	1.6	9.6	10.9%	-0.783	-0.239	-0.0701	0.534	1.0%	10.5%	0.2	1534
O=C(N/N=C/c1cc2ccccc2nc1Cl)/C(=C/c1cccs1)NC(=O)c1ccccc1	-0.99	994	i	-7.9	0.3%	3.4	0.8	6.5	8.4%	0.363	-0.234	0.613	1.07	1.5%	10.1%	-2.8	1126
COc1ccc(C(C(=O)NC2CCCC2)N(Cc2ccccc2)C(=O)c2nsc(Cl)c2Cl)cc1 (stereo unspecified)	0.72	1829	i	3.4	0.2%	1.8	1.0	5.7	1.9%	/	/	/	/	-1.5%	1.3%	-0.4	1117
CCCNC(=O)N1CCN(S(=O)(=O)c2ccc(C)c(C)c2)CC1	/	/	i	-10.2	-1.1%	2.8	2.6	3.4	/	0.0242	-0.249	0.0591	0.567	/	/	/	/
COc1ccc(C(=O)Nc2ccccc2N2CCOCC2)cc1Br	/	/	i	-0.6	3.8%	3.4	3.0	16.5	/	-0.753	-0.472	-0.311	0.468	/	/	/	/
COC(=O)CCc1c(C)c(C(=O)c2ccco2)c2ccccn12	-0.02	1108	i	7.0	5.4%	2.2	1.5	4.4	1.1%	-0.499	-0.217	-0.088	1.21	-1.6%	3.5%	-2.5	1145
Cc1cc(Oc2ccc(=O)n(C)n2)nc(SCC(N)=O)n1	0.18	1062	/	/	0.3%	/	/	/	3.6%	-0.828	-0.268	-0.0579	1.2	/	-0.1%	-1.1	1244
Clc1ccc(-c2cn3c(n2)CCC3)cc1	-0.19	1127	i	-12.4	-0.1%	3.5	1.8	3.5	-3.0%	-0.801	-0.403	-0.361	0.86	-1.0%	7.4%	0.4	1175
COc1ccc(Cc2noc(CN(C)CC(O)c3ccccc3)n2)cc1OC (stereo unspecified)	-0.1	1414	i	5.4	0.0%	2.9	2.5	5.9	-2.3%	-0.69	-0.336	-0.454	0.179	-0.9%	-3.7%	0.8	1068
Cc1cccc(NC(=S)N(CCCN2CCOCC2)C(C)c2cc3ccccc3o2)c1C (stereo unspecified)	0.23	1266	i	4.3	0.3%	2.9	3.0	8.4	-0.4%	-1.13	-0.236	-0.527	0.0073	1.0%	-2.4%	/	/
Oc1c(Br)cc(/C=N/NC(=S)NCC2CCCO2)cc1Br (stereo unspecified)	0	839	/	/	-1.1%	/	/	/	22.9%	0.0075	-0.234	-0.0479	0.0123	/	35.5%	-1.0	1232
Cc1onc(-c2ccccc2Cl)c1C(=O)NCCN1Cc2ccccc2C1=O	0.82	952	i	9.3	4.6%	3.0	2.0	4.9	7.5%	-0.8	-0.267	-0.498	0.412	-2.4%	-9.8%	0.6	707
CCOc1ccc(OCCSc2nc3ccccc3[nH]2)cc1	-0.37	928	i	5.1	0.4%	4.3	2.7	7.9	0.8%	0.826	-0.202	0.616	-0.547	0.9%	10.7%	1.2	948
O=C(CCn1cccc1)Nc1nccs1	-0.31	1519	i	3.2	0.7%	2.2	3.5	15.6	10.6%	-0.171	-0.137	0.371	0.00893	1.4%	6.3%	-3.2	1006
CCOC(=O)c1ccc(S(=O)(=O)N2CCN(C(=O)c3nn(C)c(=O)c4ccccc34)CC2)cc1	-0.25	1305	i	12.5	1.2%	2.8	2.0	8.2	1.8%	-0.424	-0.311	-0.303	0.485	1.7%	-2.2%	-2.5	1049
CCC(C(=O)OCC(=O)NC(=O)NC(C)(C)C)c1ccccc1 (stereo unspecified)	0.9	1074	i	16.8	-1.8%	2.6	1.8	5.6	1.7%	-1.5	-0.296	-1.1	1.61	-1.6%	-5.9%	1.4	1069
Cc1[nH]nc(NNC(=O)c2ccccc2)c1[N+](=O)[O-]	-0.02	1097	/	/	/	/	/	/	2.6%	0.247	-0.226	0.00215	0.0482	/	16.1%	-0.6	1310
CCCCNC(=O)N1c2ccccc2CC1C (stereo unspecified)	0.01	1629	i	-7.2	3.3%	1.8	1.8	5.0	5.1%	-0.798	-0.254	-0.33	1.2	-0.8%	4.0%	-4.2	1102
CN(C)c1ccc(C(=S)N2CCN(Cc3ccccc3)CC2)cc1	-0.45	1324	i	2.6	1.7%[50 µM]	1.9	1.3	5.9	6.4%	-0.152	-0.314	0.0847	-0.147	1.8%	2.7%	-1.0	1149
Cc1nn(C)cc1/C=N/NC(=S)Nc1ccc(Cl)cc1Cl	-0.11	1152	i	22.6	10.7%	7.4	2.2	5.6	4.2%	0.931	-0.0806	1.03	-1.32	-2.1%	17.1%	5.3	471
Cc1cc(-c2n[nH]c(=S)n2-c2ccccc2C)cs1	0.11	1235	i	-8.7	-0.7%	1.2	3.5	5.8	5.8%	-1.09	-0.313	-0.886	1.07	-2.1%	0.7%	0.0	453
Cc1ccc(C(=O)N2c3ccccc3CC2C)o1 (stereo unspecified)	-0.12	1596	i	-5.8	1.0%	3.4	2.6	9.8	2.1%	-0.0698	-0.105	0.632	0.0896	-2.4%	0.4%	0.3	932
CCN(CC)S(=O)(=O)c1ccc(NC(=O)C(C)N(c2ccccc2)S(C)(=O)=O)cc1 (stereo unspecified)	/	/	i	-2.1	0.1%	3.1	1.5	5.2	4.0%	0.167	-0.168	0.663	-1.63	-2.5%	0.5%	4.1	514
O=C(O)CN1C(=O)SC(Nc2ccccc2)C1=O (stereo unspecified)	0.23	1227	i	1.5	5.3%	3.6	2.4	5.8	7.3%	-0.0819	-0.087	-0.404	-0.414	-2.3%	15.1%	-0.5	1173
O=C(CNC(=O)C(c1ccccc1)c1ccccc1)N/N=C/c1ccc(O)c([N+](=O)[O-])c1	0	1318	i	2.2	0.9%[50 µM]	4.8	2.3	9.8	11.3%	-0.302	-0.332	-0.394	0.707	-1.2%	7.0%	-1.5	581
Cc1c(C(=O)N2CC(C)OC(C)C2)oc2ccccc12 (stereo unspecified)	0.78	1358	i	-6.5	2.1%	2.2	2.2	11.1	7.3%	-0.402	-0.211	0.00256	0.453	-3.1%	12.4%	3.7	1174
Cc1ccc(-c2cc(C(=O)OC3CCOC3=O)c3ccccc3n2)c(C)c1 (stereo unspecified)	-0.46	1454	i	12.7	0.4%	2.9	2.9	6.2	6.1%	0.0288	-0.294	0.691	-1.22	-1.5%	-2.2%	0.6	1573
Cc1cc(=O)[nH]c(N=N/C(=N/Nc2ccc(O)cc2)c2ccccc2)n1	2.4	681	i	47.1	-0.3%	1.6	1.3	4.7	1.7%	0.228	-0.196	0.278	0.167	3.6%	2.7%	2.4	952
N/C(=N\c1nc2ccccc2o1)NC(=O)c1ccc([N+](=O)[O-])cc1	-0.16	1128	/	/	/	/	/	/	3.2%	0.22	-0.243	0.199	0.228	/	2.8%	-1.1	1306
O=C(NC(=S)Nc1ccccc1N1CCCCC1)c1ccccc1	-0.35	1483	i	38.3	0.1%	2.7	1.1	12.8	0.3%	-0.168	-0.252	-0.211	-0.385	1.1%	-0.3%	1.9	1063
CCCCC(CCC(=O)Nc1cccc([N+](=O)[O-])c1)C(=O)O (stereo unspecified)	0.14	1019	/	/	0.1%	/	/	/	-1.6%	-0.233	-0.197	0.03	0.0123	/	8.6%	0.0	1344
O=C(CSc1nccc(=O)[nH]1)N1CCCc2ccccc21	1	1837	i	-0.2	1.2%	2.1	1.7	6.0	6.4%	-1.17	-0.253	-0.407	0.583	-1.5%	25.1%	0.6	1058
Cc1ccc(C(=O)NC2(C(Cl)Cl)N=C(c3ccccc3)N=C2N)cc1 (stereo unspecified)	0.32	1131	i	-6.9	0.3%	3.0	2.1	5.3	-3.0%	1.12	-0.366	0.119	-0.425	2.8%	-4.4%	-0.8	1089
COc1cccc(C2CCCCN(C)C2=O)c1 (stereo unspecified)	-0.44	1442	/	/	-0.4%	/	/	/	16.2%	-0.662	0.288	-0.196	0.299	/	6.8%	1.7	1113
Cc1cc(NC(=O)C2CCN(S(=O)(=O)c3cccs3)CC2)no1	1.92	1287	i	-1.2	1.2%	3.3	1.4	3.5	0.4%	0.895	-0.141	0.405	0.213	-2.4%	0.2%	-2.3	873
